MC4R antagonist: human MC4R antagonism in cAMP assay. MC4R-expressing cells, MTII-stimulated cAMP, LANCE TR-FRET. inhibition, % at 6.5 µM. 360,000 compounds, 0.48% hits. P32245. AID 540295;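 active = inhibition above its plate's cutoff, the mean of tested wells on that plate plus 3 SD, cut at about 29% in these data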;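 also: 0% = Melanotan II alone and 100% = Melanotan II plus saturating MCL0020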
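material = U2OS cells stably expressing human melanocortin 4 receptor (MC4R) | also added = Melanotan II challenge | dosing = single nominal compound dose of 6.5 µM | detection = TR-FRET with Eu-cAMP and labeled anti-cAMP, 671 nm | replication = singlicate | timing = compound 30 min, challenge 1 h, detection 1 h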
Vif imaging: HIV Vif inhibition; HEK293T cells, Vif self-association by quenched fluorescence, imaging, 24 h; 340,000 compounds, 0.35% hits; inhibition, % at 7.49 µM; AID 602346; in the data active = inhibition above about 50%, passing the limit was not always enough; also: some results filed as inactive read as strong as hits
ABCB6 inh 2: inhibitors of human ABC transporter ABCB6; Q9NP58; AID 602162; K562-ABCB6 porphyrin accumulation, flow cytometry, 1 h; active compounds read low; 360,000 compounds, 0.19% hits; fluorescence ratio to DMSO, % at 10 µM;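 active = fluorescence ratio to DMSO below 75%, the collection mean minus 3 SD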;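 also: signal is porphyrin accumulated inside mitochondria; 100% equals median channel fluorescence of DMSO control wells; lower ratio means ABCB6 inhibition with less porphyrin fluorescence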
MC4R ag barr: activates human MC4R beta-arrestin recruitment. P32245. U2OS MC4R beta-arrestin complementation, luminescence; percent of melanotan II response, DMSO zero. activation, % at 8.9 µM. 360,000 compounds, 0.98% hits;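 active = activation above a per-plate cutoff, the mean activation of sample wells on that plate plus 3 SD, cut at about 8% in these data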
CaV13 FRET inh: Primary screen for inhibitors of IQ motif and Ca2+-dependent inactivation inhibitor domain binding in CACNA1D, Förster resonance energy transfer in living cells, …; AID 743397; 340,000 compounds, 0.098% hits; HEK cells, CFP/YFP FRET ICDI-IQ, plate reader, 10 min; percent FRET-ratio fall versus neutral wells; inhibition, % at 12.3 µM;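 active = mean replicate inhibition of at least 30% and at least 1% of replicates passing that level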;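 also: 0% = median of the neutral control wells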
N-glyco inh: N-linked glycosylation inhibition; D54 ERlucT glycosylation luciferase reporter, 24 h; percent of 100 nM tunicamycin response; reporter increase, % at 12.5 µM; 360,000 compounds, 0.23% hits;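 active = mean luciferase reporter signal, scaled so untreated is 0 and the glycosylation-blocking control 100, at or above a set limit in every replicate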;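 also: luciferase carries N-glycosylation sites so blocking glycosylation raises the light; 0% = median of neutral control wells and 100% = median of 100 nM tunicamycin wells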
m5-HT2A agonist: activates the mouse 5-HT2A serotonin receptor. P35363. CHO-K1 mHTR2A beta-arrestin complementation, luminescence; percent of 30 µM serotonin response. activation, % at 7.6 µM. 360,000 compounds, 0.66% hits;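 active = activation above a run cutoff, the mean activation of all tested compounds plus 3 SD, cut at about 14% in these data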;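 also: 0% = plate median of compound wells and 100% = 30 µM serotonin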
Target sequence (P35363 whole entry, looked up): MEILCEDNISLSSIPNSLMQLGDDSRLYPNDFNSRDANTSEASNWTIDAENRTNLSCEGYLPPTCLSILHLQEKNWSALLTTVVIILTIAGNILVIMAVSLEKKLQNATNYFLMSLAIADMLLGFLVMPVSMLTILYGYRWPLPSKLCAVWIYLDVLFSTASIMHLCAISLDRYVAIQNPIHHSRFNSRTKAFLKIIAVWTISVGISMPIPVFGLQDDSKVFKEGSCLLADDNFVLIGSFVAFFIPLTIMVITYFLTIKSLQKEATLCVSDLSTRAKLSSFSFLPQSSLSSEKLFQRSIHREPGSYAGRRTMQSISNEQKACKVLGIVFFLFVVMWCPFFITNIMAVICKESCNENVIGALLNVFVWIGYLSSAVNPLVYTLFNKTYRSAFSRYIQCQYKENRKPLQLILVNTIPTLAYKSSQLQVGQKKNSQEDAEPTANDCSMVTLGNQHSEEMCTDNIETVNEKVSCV
H9c2 protect: modulators protecting cardiomyocytes from myocardial damage. protection from H2O2 cell death, % at 20 µM. 360,000 compounds, 0.63% hits. H9c2 cardiomyocytes, H2O2 injury protection, ATPLite, 2 h;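 active = compounds giving at least 50% protection of heart cells from peroxide-induced death in the single-dose screen, raw or plate-pattern-corrected value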;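 also: 0% = DMSO wells with peroxide and 100% = DMSO wells without peroxide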
PDI turbidity: PDI (human) enzyme inhibition. P07237. PDI insulin aggregation turbidity, A650, 90 min. inhibition, % at 10 µM. 350,000 compounds, 0.052% hits;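 active = mean inhibition across replicates of 30% or more, whatever share of single replicates reach that level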;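 also: absorbance from insulin aggregation driven by PDI reduction with DTT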
Target sequence (P07237 whole entry, looked up): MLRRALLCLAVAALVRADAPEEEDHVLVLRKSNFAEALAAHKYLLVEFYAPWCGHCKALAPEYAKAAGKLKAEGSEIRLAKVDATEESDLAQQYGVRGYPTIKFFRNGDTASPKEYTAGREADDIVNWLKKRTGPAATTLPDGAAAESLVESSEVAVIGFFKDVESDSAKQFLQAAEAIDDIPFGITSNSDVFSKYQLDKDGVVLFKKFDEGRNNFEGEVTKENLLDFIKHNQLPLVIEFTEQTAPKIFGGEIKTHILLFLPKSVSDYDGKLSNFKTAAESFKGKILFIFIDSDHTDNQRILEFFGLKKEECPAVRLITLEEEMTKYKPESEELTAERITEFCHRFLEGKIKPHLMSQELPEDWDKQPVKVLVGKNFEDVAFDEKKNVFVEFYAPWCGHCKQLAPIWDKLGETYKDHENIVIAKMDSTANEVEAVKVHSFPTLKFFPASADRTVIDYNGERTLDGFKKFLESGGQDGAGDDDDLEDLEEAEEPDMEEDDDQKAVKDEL
aDG glyco act: increases alpha dystroglycan glycosylation; 360,000 compounds, 0.22% hits; activation, % at 10 µM; AID 624168; Pro5-aDG cells, alpha-DG glycosylation AlphaScreen (IIH6); 0% Pro5, 100% B10-LARGE cell signal;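 active = activation of at least 8% versus controls, or a plate z-score of at least 8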;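 also: Pro5 are CHO cells carrying HIG-tagged alpha-DG that lacks glycosylation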
An asterisk follows results filed as active; . = no result given.

SMILES	MC4R antagonist	Vif imaging	ABCB6 inh 2	MC4R ag barr	CaV13 FRET inh	N-glyco inh	m5-HT2A agonist	H9c2 protect	PDI turbidity	aDG glyco act
O=C(COc1ccc2ccccc2c1)NC1CC1	11.9	0.5	96.0	-1.1	-3.7	0.4	1.9	-16.7	-4.2	-0.1
CCc1cc2cccc(C)c2nc1SCC(=O)Nc1nonc1C	28.4	-1.6	99.0	-0.1	6.6	0.0	1.2	2.0	-3.6	0.2
COc1cccc(/C=C2\SC(=S)N(CCC(=O)N3CCCCC3)C2=O)c1	0.7	3.4	95.0	-3.9	-6.9	39.0*	4.2	-0.5	-8.2	0.3
Cc1ccccc1C(=O)c1cccn1CC(=O)NCc1ccccc1	7.0	-5.2	98.0	-1.6	-5.0	3.2	-3.3	-3.1	-1.7	0.2
CS(=O)(=O)c1cccc(NC(=O)c2ccc(Cl)c(Cl)c2)c1	13.2	-10.3	98.0	-1.1	-2.8	-2.5	-2.2	-5.8	-0.6	-0.6
COc1ccc(OC)c(S(=O)(=O)NCc2nc3nc(C)cc(C)n3n2)c1	5.1	-3.7	101.0	-2.9	-4.6	2.1	0.5	-6.8	-16.6	0.0
C/C(=N\Nc1cc(Cl)nc(C)n1)c1ccc(C)cc1	-1.7	2.6	94.0	-1.1	-7.7	0.3	0.2	-2.9	1.4	0.0
CCN(CC)c1ccc(CNc2nnnn2C)cc1	3.7	-2.3	98.0	0.1	-6.5	1.7	9.7	1.3	-1.0	0.0
CCOC(=O)c1c(NC(=O)Nc2ccccc2)sc(C)c1C	3.1	-13.7	83.0	5.2	.	-1.2	-0.4	-10.6	0.2	0.1
Cc1nc2ccc(NC(=O)c3cccc(S(=O)(=O)N4CCOCC4)c3)cc2s1	8.2	-13.3	97.0	-1.1	-6.8	-1.3	-1.0	1.1	4.9	0.2
COc1ccc(-n2nnnc2C(c2cccc(OC)c2OC)N2CCN(C/C=C/c3ccccc3)CC2)cc1 (configuration not stated)	.	-2.4	96.0	.	-5.9	-1.0	-7.0	2.3	.	0.0
C=C(C)Cc1c(C)c(C#N)c2[nH]c3ccccc3n2c1=O	-0.3	-8.9	86.0	-0.5	-3.4	-0.8	6.2	-16.2	12.4	0.0
CC(=O)c1ccc(N2CCC(C)CC2)c(F)c1	15.0	6.5	104.0	2.2	3.5	1.8	1.7	-3.5	1.3	0.1
c1ccc(-c2ccccc2OCCOCCN2CCOCC2)cc1	6.5	-1.5	104.0	0.5	-3.0	1.9	0.2	-5.7	-5.1	0.2
CC(Oc1ccc(F)cc1)C(=O)N1CCN(c2ncccn2)CC1 (configuration not stated)	4.0	2.5	88.0	-3.4	.	0.5	-4.8	4.1	5.1	2.1
O=C(NNC(=O)c1cccc2ccccc12)c1ccc2c(c1)OCO2	-10.3	-4.0	94.0	-1.0	-4.2	-0.1	0.1	3.6	20.7	-0.2
COc1ccc(CNC(=O)C(c2ccc(C)o2)N(C(=O)c2snc(C(N)=O)c2N)c2ccccc2OC)cc1 (configuration not stated)	27.3	3.8	98.0	0.3	-3.1	-1.0	2.4	4.0	-5.0	0.0
Cc1cccc(NC(=O)c2cc3n(n2)C(C(F)(F)F)CC(C2CC2)N3)c1C (configuration not stated)	0.3	-2.7	90.0	4.7	-7.4	2.0	11.3	-1.2	-8.6	0.4
COCCn1nnnc1C(c1cc2cccc(C)c2[nH]c1=O)N1CCN(c2ccccc2F)CC1 (configuration not stated)	-1.6	10.1	102.0	-1.6	.	-1.3	-7.2	9.7	3.2	-0.1
O=C(NCCS(=O)CCNC(=O)C(F)(F)F)C(F)(F)F	-3.4	-23.2	106.0	0.0	-6.8	2.6	5.0	9.8	6.0	-0.1
CCCCn1c(N)c(N(CCC(C)C)C(=O)CSc2nnc(Nc3ccccc3)s2)c(=O)[nH]c1=O	6.8	-3.3	94.0	-0.8	0.5	0.1	1.8	-9.9	-8.8	-0.2
Cc1ccccc1S(=O)(=O)c1cc2ccccc2nc1N	-5.0	-10.4	101.0	-0.5	8.0	-2.2	-1.2	-10.7	-0.1	-0.1
O=C(O)CCCn1cc(NC(=O)c2c(F)cccc2F)cn1	-7.1	5.1	89.0	-2.1	-4.1	1.8	4.4	-5.7	1.0	-0.1
CC(C)NC(=S)N(C)C1(c2ccccc2Cl)CCCCC1=O (configuration not stated)	1.6	2.1	99.0	-2.9	-4.1	2.0	-9.6	-6.0	5.6	-0.1
Cc1ccc(NNC(=O)c2ccc(Cl)cc2)nn1	-2.8	2.5	96.0	-0.5	0.0	1.7	-2.4	-2.3	5.6	0.0

Part of the list above in order of SMILES length, highest first:
SMILES	MC4R antagonist	Vif imaging	ABCB6 inh 2	MC4R ag barr	CaV13 FRET inh	N-glyco inh	m5-HT2A agonist	H9c2 protect	PDI turbidity	aDG glyco act
Cc1cccc(NC(=O)c2cc3n(n2)C(C(F)(F)F)CC(C2CC2)N3)c1C (configuration not stated)	0.3	-2.7	90.0	4.7	-7.4	2.0	11.3	-1.2	-8.6	0.4
Cc1nc2ccc(NC(=O)c3cccc(S(=O)(=O)N4CCOCC4)c3)cc2s1	8.2	-13.3	97.0	-1.1	-6.8	-1.3	-1.0	1.1	4.9	0.2
O=C(NNC(=O)c1cccc2ccccc12)c1ccc2c(c1)OCO2	-10.3	-4.0	94.0	-1.0	-4.2	-0.1	0.1	3.6	20.7	-0.2
CC(Oc1ccc(F)cc1)C(=O)N1CCN(c2ncccn2)CC1 (configuration not stated)	4.0	2.5	88.0	-3.4	.	0.5	-4.8	4.1	5.1	2.1
O=C(NCCS(=O)CCNC(=O)C(F)(F)F)C(F)(F)F	-3.4	-23.2	106.0	0.0	-6.8	2.6	5.0	9.8	6.0	-0.1
O=C(O)CCCn1cc(NC(=O)c2c(F)cccc2F)cn1	-7.1	5.1	89.0	-2.1	-4.1	1.8	4.4	-5.7	1.0	-0.1
CCc1cc2cccc(C)c2nc1SCC(=O)Nc1nonc1C	28.4	-1.6	99.0	-0.1	6.6	0.0	1.2	2.0	-3.6	0.2
Cc1ccc(NNC(=O)c2ccc(Cl)cc2)nn1	-2.8	2.5	96.0	-0.5	0.0	1.7	-2.4	-2.3	5.6	0.0
O=C(COc1ccc2ccccc2c1)NC1CC1	11.9	0.5	96.0	-1.1	-3.7	0.4	1.9	-16.7	-4.2	-0.1

Next part
SMILES	MC4R antagonist	Vif imaging	ABCB6 inh 2	MC4R ag barr	CaV13 FRET inh	N-glyco inh	m5-HT2A agonist	H9c2 protect	PDI turbidity	aDG glyco act
NCC12CC3CC(C1)CC(c1ccc(Cl)cc1)(C3)C2	-0.4	-6.2	111.0	-2.4	-4.3	-4.4	-4.9	-22.7	6.6	0.6
Cc1ccc(S(=O)(=O)NCCC(=O)NC2CCCCC2C)cc1 (configuration not stated)	0.9	2.1	89.0	0.4	-1.6	0.5	-1.4	1.7	-2.0	0.1
Fc1ccc2nncc(SCc3ccccc3Cl)c2c1	15.8	4.1	101.0	4.4	-11.4	-3.4	-2.2	-5.8	-8.2	0.7
COc1ccccc1C(=O)Nc1cc(C)c(OCC(=O)N2CCOCC2)c(C)c1	-1.8	5.2	98.0	-3.9	.	1.3	1.4	5.1	-0.8	-0.4
CCOc1ccccc1NC(=O)Nc1ccccn1	15.8	-3.3	99.0	-0.2	-13.8	0.1	5.1	3.6	9.3	0.0
O=C(c1cccc(S(=O)(=O)Nc2ccc(F)cc2)c1)N1CCOCC1	0.0	-0.3	95.0	-0.5	-5.5	-0.7	2.4	-0.1	-8.0	0.1
O=C(O)CCC(=O)Nc1ccc(-c2nc3ccc(C(=O)c4ccccc4)cc3[nH]2)cc1	-4.2	-11.2	96.0	-1.1	-10.4	0.5	1.9	-7.5	-43.1	0.1
CCCCc1ccc(/C=C2/C(=O)ON=C2c2ccccc2)s1	-1.1	-0.5	103.0	2.8	-5.4	1.4	3.2	-7.2	2.4	1.2
CN(C)CCOC1(Cc2ccc(F)cc2)CCC(C(C)(C)C)CC1 (configuration not stated)	-3.8	-9.1	95.0	-1.1	-4.1	-3.5	-6.9	-19.8	1.2	0.6
CCOC(=O)C1=C(C)N(c2ccc(Cl)cc2)C(=O)NC1c1cccc([N+](=O)[O-])c1 (configuration not stated)	-0.4	1.9	97.0	-1.3	-1.2	-1.4	-1.9	2.5	-9.2	-0.3
COc1ccc(-c2ccc(/C=C(\NC(=O)c3ccccc3)C(=O)N3CCOCC3)o2)cc1	-3.7	-2.0	97.0	-1.7	9.9	4.5	0.8	40.1	2.8	0.3
CCN(CC)c1ccc(NC(=S)NC(=O)c2ccco2)cc1	-9.7	1.2	95.0	-1.8	-4.6	-1.2	-3.7	-13.3	21.7	-0.2
CCC(=O)N1CCN(C(C)=O)C1c1ccccc1 (configuration not stated)	11.4	.	102.0	-1.4	.	1.0	-1.1	-2.5	0.9	0.0
COc1ccc(NC(=O)CN(C)C(=O)C2CSC3(C)CCC(=O)N23)cc1 (configuration not stated)	-0.6	21.4	95.0	-0.6	-2.2	-0.1	4.8	3.5	-3.9	0.1
CCNC(=O)/C(=C/c1ccc2c(c1)OCO2)NC(=O)c1ccc(Br)cc1	13.9	1.8	110.0	0.2	-4.2	1.2	2.9	8.0	3.5	0.0
CCCN(CC(=O)Nc1ccccc1C)C(=O)Cc1cccs1	1.4	16.6	96.0	-0.9	-2.9	0.5	-2.3	-3.2	-7.1	0.3
O=[N+]([O-])/C(C(Cl)=C(Cl)Cl)=C(\Sc1ccccc1)N1CCCCC1	-4.0	6.4	106.0	-2.4	-17.1	5.9	4.7	-10.4	14.4	0.0
CCC(=O)NC1(C(F)(F)F)C(=O)NC(C)=C1C#N (configuration not stated)	0.4	2.7	153.0	2.1	-5.1	1.4	-0.3	-4.1	6.2	-0.2
O=C(Cc1ccc(Cl)cc1)Nc1ncc([N+](=O)[O-])s1	-0.6	-20.2	112.0	-0.3	-20.4	1.5	4.3	-27.2	-0.1	0.0
Cn1c(SCc2cc(=O)[nH]c(C(C)(C)C)n2)nnc1C(F)(F)F	17.9	3.6	100.0	0.4	-20.2	-2.5	4.5	-6.0	-1.5	-0.1
COCc1cc(=O)n2[nH]c(C)c(-c3ccccc3)c2n1	7.1	-2.6	101.0	0.0	-19.7	1.0	-0.3	4.4	-1.1	-0.1
COc1ccc(C)cc1NC(=O)c1cccc(C(=O)Nc2cc(C)ccc2OC)n1	-15.3	.	96.0	-1.8	-6.2	2.6	-0.7	1.6	-9.1	-0.1
O=C(NCC(=O)N1CCN(Cc2ccccc2)CC1)c1ccc(Br)o1	8.6	.	98.0	-2.1	-1.4	-1.9	-1.4	-2.7	-5.0	-0.1
COc1ccccc1-c1cc(C(=O)NCc2ccc(Cl)cc2)no1	7.9	.	104.0	5.3	-8.8	1.1	0.6	-2.5	-8.8	0.8
CN1CCC(N2CCN(C3CN(Cc4cn(Cc5ccc(F)cc5)nn4)S(=O)(=O)C3)CC2)CC1 (configuration not stated)	.	.	94.0	.	-6.9	.	1.9	.	.	0.1
